# S3 lipid droplet: qHTS Assay for Lipid Storage Modulators in Drosophila S3 Cells. Drosophila S3 cells, BODIPY lipid droplet fluorescence, 18-24 h; cells fed with added oleic acid. Potency in µM for hits, for the others lipid storage change, negative = inhibition, % at the top dose, mostly 46.1 µM. 0.64% of 320,000 active; active = well fitted inhibition curve with a large enough effect in the signal ratio, with a control signal flat, not every such curve was filed as active; inconclusive = small, poorly fitted or top-dose-only effect, or effect the other way, or a change in a side signal; the % refers to the signal ratio
#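 Drosophila S3 cells loaded with oleic acid (400 uM, as added) and compounds at several concentrations; lipid droplets imaged by 488-nm laser-scanning cytometry, 500–530 nm intensity and object ratio to cell channel. Percent activity normalized to 20 uM Triacsin C.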
# S3 lipid droplet cell count max: also measured in S3 lipid droplet; calls as there; cell number change, %; measured here: cell count max response;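 cells counted by Cell Tracker Red CMTPX staining in the red channel; peak over a dose series mostly up to 46.1 µM; percent activity relative to internal control wells on each plate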
# Numbers without * were called inactive; i = inactive; u = inconclusive; x = no result given. % is set by controls: 0 for no effect and ±100 for the full control effect; potency is the fitted concentration of half-maximal effect. Some of the compounds tested; rates above refer to the full screens.
SMILES,S3 lipid droplet,S3 lipid droplet cell count max
CSCC(=O)N1CCC(n2nccc2NC(=O)c2ccc3c(c2)OCO3)CC1,i,x
COc1ccc(NC(=O)c2cc3c(-c4ccc(OC)c(OC)c4)nn(C)c3s2)cc1OC,u,x
CCn1c(=O)c([N+](=O)[O-])c(NCCc2ccccc2)c2ccccc21,i,x
Cc1ccc(NC(=O)Nc2ccc3c(c2)OCO3)cc1F,u,x
Cc1cc(-c2ccccc2)n2nc(C)c(C#N)c2n1,u,x
CC(NCc1ccc2c(c1)OCO2)C(=O)NC1CCCc2ccccc21 (stereo unspecified),u,x
O=C(O)CN(c1ccccn1)S(=O)(=O)c1ccccc1,i,-24
CCOC(=O)CN1C(=O)c2ccccc2C1=O,u,x
C/C(=C\c1ccc(N)cc1)c1nc2ccccc2[nH]1,u,x
CCC(C)[C@H](NC(=O)NCc1ccc(Cl)cc1)C(=O)OC (stereo partly specified),u,x
COc1ccc(C2=Nn3c(nnc3C(F)(F)F)SC2)cc1,u,x
O=C(NC(NC(=S)Nc1c(Cl)cc(Cl)cc1Cl)C(Cl)(Cl)Cl)OCc1ccccc1 (stereo unspecified),u,x
C#CCNC(=O)C1=C[C@@H](c2cn(C(C)=O)c3ccccc23)C[C@@H](OCc2ccc(CO)cc2)O1,-9%,3
Cn1c(/C=N/NC(=O)c2ccccc2)nc2ccccc21,u,x
O=C(O)c1cc(NN=C2CCN(Cc3ccccc3)CC2)ccc1Cl,u,x
CCN(CC)N=Nc1cccc(NC(C)=O)c1,-20%,-19
COc1ccccc1N1CCN(C(=O)CCc2ccc(S(=O)(=O)NC(C)C)cc2)CC1,u,x
S=c1[nH]nc(-c2ccco2)n1Cc1ccccc1,u,x
N#CC1=C(N)C(C#N)(C#N)[C@H](c2ccncc2)[C@H]2CN(C(=O)OCc3ccccc3)CC=C12,u,x
COc1cccc(C(C(=O)NC2CCCCC2)N(C(=O)c2ccco2)c2ccc(-n3cnnn3)c(C)c2)c1 (stereo unspecified),-5%,-7
O=c1cc(-c2ccccc2)nc(SCc2ccccc2F)[nH]1,u,x
O=C1NN(c2ccc(F)c(Cl)c2)C(=O)/C1=C\c1cccc(OC(=O)c2cccs2)c1,u,x
COC1(NC(=O)c2ccccc2)C(C)=CC(=O)C=C1C,u,x
CC(=O)Nc1ccc(NS(=O)(=O)c2ccc3c(c2)NC(=O)CC(=O)N3)cc1,24%,-8
CCCOC(=O)c1cc(-c2ccc(C=O)o2)ccc1Cl,23%,-15
C=CCOC(=O)C1=C[C@@H](c2ccccc2)C[C@@H](OCc2ccc(CO)cc2)O1,14%,-7
Cc1cc(C)c(S(=O)(=O)c2ccccc2C)c(SCC(C)C)n1,u,x
Cc1ccc(/C=N/NC(=O)CC(=O)NCc2cccnc2)cc1,7%,-5
CCC(=O)Nc1ccnc(-c2cccnc2)n1,u,x
COc1ccccc1C(=O)Nc1ccccc1N1CCOCC1,-5%,14
COc1cccc(NC(=O)C2CCN(S(=O)(=O)c3ccc4c(c3)C(C)(C)C(=O)N4C)CC2)c1,u,x
COc1ccccc1N1CCN(C(=O)c2cc3c(-c4ccc(Cl)cc4)nn(C)c3s2)CC1,u,x
CC(C)CNC(=O)c1cccc(NC(=O)c2ccccc2-c2ccccc2C(=O)O)c1,-12%,-22
CCN(CC)CCNC(=O)c1ccc(NC(=O)C2CC(=O)N(CCc3ccc(OC)c(OC)c3)C2)cc1 (stereo unspecified),u,x
CC(c1ccccc1)n1cnc2ccccc21 (stereo unspecified),i,-11
Cc1cc(-c2onc(C)c2C(=O)O)no1,-1%,-1
CC(C)Oc1cccc(C(=O)Nc2ccc(CN3CCOCC3)cc2)c1,u,x
CCN(CC(=O)NCc1cccs1)C(=O)c1cccc(S(=O)(=O)N2CCc3ccccc32)c1,u,x
O=C1CCC[C@@H]2Cc3[nH]c4c(Cl)ccc(Cl)c4c3[C@@H]3CCN1[C@H]23,12%,19
O=C(c1cc2cc(F)ccc2[nH]1)N1CCc2ccccc2C1,14%,5
Cc1cccc(C)c1NC(=O)N1C2CCC1CC(O)(c1cccnc1)C2 (stereo unspecified),1%,10
O=C(COC(=O)c1ccc(S(=O)(=O)N2CCCCC2)cc1)Nc1ccccc1,i,-2
Cc1ccc(NNC(=O)c2cc(C)on2)c(C)c1,7%,-1
CN(C)c1ccc(/C=N\NC(=O)c2ccc(Cn3cc(Cl)cn3)cc2)cc1,u,x
Cn1nc(-c2ccc(S(N)(=O)=O)s2)cc1C(F)(F)F,-1%,11

# Entries shown so far containing a furan ring, fused or not (three):
SMILES,S3 lipid droplet,S3 lipid droplet cell count max
S=c1[nH]nc(-c2ccco2)n1Cc1ccccc1,u,x
COc1cccc(C(C(=O)NC2CCCCC2)N(C(=O)c2ccco2)c2ccc(-n3cnnn3)c(C)c2)c1 (stereo unspecified),-5%,-7
CCCOC(=O)c1cc(-c2ccc(C=O)o2)ccc1Cl,23%,-15

# (listing goes on)
SMILES,S3 lipid droplet,S3 lipid droplet cell count max
COc1ccccc1-n1cnnc1SCC(=O)NCc1cccs1,u,x
Cc1cc(C(=O)OCC(=O)Nc2cc(S(=O)(=O)N(C)C)ccc2C)c2ccccc2n1,u,x
COc1ccc(-c2nn(-c3ccccc3)cc2C(=O)N(C)CC(=O)Nc2ccc(N3CCOCC3)cc2)cc1,24%,x
CSc1ccccc1NC(=O)C1CC(c2ccccc2O)=NO1 (stereo unspecified),u,x
O=C(NCCN1CCCCC1)c1ccco1,5%,0
COc1ccc(NC(=O)CN2CCN(S(=O)(=O)c3ccc(F)cc3)CC2)cc1Cl,u,x
COc1ccc(CCNC(=O)C2CC(c3ccc(C(F)(F)F)cc3)=NO2)cc1 (stereo unspecified),13%,11
Cc1cccc(NC(=O)c2cc(-c3ccccn3)nc3ccccc23)c1C,u,x
COc1ccccc1CNC(=O)COC(=O)/C=C/c1ccc(OC(F)F)c(OC)c1,-20%,-3
CCCCn1c(N)c(N(CC(C)C)C(=O)C2CCC2)c(=O)[nH]c1=O,5%,-3
CCCS(=O)(=O)N1CCn2c(nc3ccccc32)C1,u,x
Cc1cc(C)cc(OCC(=O)NNC(=O)C2CCCO2)c1 (stereo unspecified),6%,x
O=c1[nH]c2cc3c(cc2cc1CN(Cc1ccco1)C(=S)NCCCN1CCOCC1)OCCO3,12%,10
CCOc1ccc(NC(=S)N(CCOC)C(C)c2ccco2)cc1 (stereo unspecified),2%,0
CCCCOc1ccc(C(=O)Nc2ccc(N3CCN(C(C)=O)CC3)cc2)cc1,u,x

# The last 3 entries of the section before open the next one:
SMILES,S3 lipid droplet,S3 lipid droplet cell count max
O=c1[nH]c2cc3c(cc2cc1CN(Cc1ccco1)C(=S)NCCCN1CCOCC1)OCCO3,12%,10
CCOc1ccc(NC(=S)N(CCOC)C(C)c2ccco2)cc1 (stereo unspecified),2%,0
CCCCOc1ccc(C(=O)Nc2ccc(N3CCN(C(C)=O)CC3)cc2)cc1,u,x
CCc1cccc(NC(=O)CN(C)C2=NS(=O)(=O)c3ccccc32)c1,-9%,-11
COc1cc(OC)c(OC)cc1/C=N/NC(=S)NCC1CCCO1 (stereo unspecified),u,x
O=[N+]([O-])c1ccc(N2CCN(C(=S)c3cccc([N+](=O)[O-])c3)CC2)cc1,u,x
Nc1ccc(OCCCc2c(N)nc(N)nc2N)cc1,u,x
Cc1ccc(/C=N/NC(=O)c2nnn(-c3nonc3N)c2CSc2ccccc2)s1,u,x
CN(C)S(=O)(=O)c1ccc(C(=O)OCn2nnc3ccccc3c2=O)cc1,u,x
CSc1ccc(/C=C(\NC(=O)c2ccc(C)cc2)C(=O)NN)cc1,u,x
Cc1ccc(S(=O)(=O)N(C)c2ccc(C(=O)NCc3ccccc3F)cc2)cc1,u,x
Cc1ccc(C)n1CCN1CCN(C(=O)CC#N)CC1,u,x
Cc1ccc[n+](CC(=O)Nc2nc3ccccc3s2)c1,u,x
CN(C)c1ccc(/C=C(\NC(=O)c2ccccc2)C(=O)N/N=C/c2ccc(C(=O)O)cc2)cc1,u,x
Cc1ccc(C(=O)Cn2c(C)cc(C)c(C#N)c2=O)cc1,u,x
Cn1c(CO)cnc1S(=O)(=O)Cc1ccc([N+](=O)[O-])cc1,i,x
Cc1ccc(CN2CC(=O)N3[C@H]4c5cc(Cl)ccc5OC[C@@H]4[C@H](c4ccccc4)[C@]3(C)C2=O)cc1,9%,5
CCOc1ccc(C(=O)Nc2ccc(NC(=O)c3ccccc3)c(C)c2)cc1[N+](=O)[O-],u,x
Cc1cc(-n2c(C)cc(C(=O)CSc3nc(N)cc(=O)[nH]3)c2C)no1,u,x
[O-]/[N+](=C\c1ccncc1)c1ccc(Br)cc1,1%,11
COC1=NS(=O)(=O)c2ccccc21,u,x
CN=c1nc(-c2ccccc2)n(-c2ccccc2)s1,7%,-18
CN(C)CCN(C(=O)c1ccc2c(c1)OCCO2)c1nc2ccc(Cl)cc2s1,2%,x
Cc1cc(C)n2nc(C(=O)N(C)C(c3ccccc3)c3ccccc3)nc2n1,u,x
COc1cccc(/C=N/Nc2nc3ccccc3[nH]2)c1O,-1%,8
COc1ccc(/C=C/C(=O)Nc2nc(N)n(-c3ccccc3)n2)cc1,u,x
NC(=O)c1cc(S(=O)(=O)N2CCOCC2)ccc1N1CCCC1,u,x
O=C(CNC(=O)c1cc2c(n(-c3ccccc3)c1=O)CCCC2=O)c1ccccc1,u,x
CC(=O)Oc1c(Cl)cc(Cl)cc1/C=C/c1ccc2ccccc2n1,u,x
COc1ccc(NC2=CC(c3ccc(OC)c(OC)c3)N(c3ccc(OC)cc3)C2=O)cc1 (stereo unspecified),u,x
Nn1c(SCC(=O)Nc2ccc3c(c2)OCCO3)nnc1C(F)(F)F,2%,22
CCOCCCNC(=S)N(CCO)Cc1cc2cc3c(cc2[nH]c1=O)OCCO3,u,x
CCOC(=O)CNS(=O)(=O)c1c(C)noc1C,u,x
COc1cccc(NC(=O)C2Cc3ccccc3CN2C(=O)c2ccco2)c1 (stereo unspecified),17%,11
Cc1c(NC(=O)c2ccc(Cl)c(S(=O)(=O)N3CCOCC3)c2)c(=O)n(-c2ccccc2)n1C,u,x
CCOc1ccccc1N1CCN(Cc2cc3c(cc2[N+](=O)[O-])OCO3)CC1,u,x
COc1ccc(C2C=C(c3cccs3)Nc3nc(CCCO)nn32)cc1 (stereo unspecified),u,x
CC(C)(C)C1CCC(C(=O)OCC(=O)N2CCN(C(=O)c3ccco3)CC2)CC1 (stereo unspecified),u,x
CC(C)(C)NC(=O)COc1ccc(CNc2ncn[nH]2)cc1,-6%,17
Cc1ccccc1-n1c(SCC(=O)N(C)C2CCS(=O)(=O)C2)nc2ccccc2c1=O (stereo unspecified),u,x
Oc1ccc(-c2nccc(-c3ccccn3)n2)cc1,2%,-1
Cc1cc(C)c(S(=O)(=O)NCCCn2ccnc2)c(C)c1,16%,3
CCCCC(=O)Nc1ccccc1C#N,1%,x
CCOC(=O)CSc1nc2sc3c(c2c(=O)[nH]1)CC(C)(C)OC3,u,x
O=C(N/N=C/C=C\c1ccco1)c1cccs1,u,x
COc1cccc(C(=O)Nc2nnc(-c3ccc(Cl)cc3)o2)c1,u,x
O=C1/C(=C/c2ccccn2)SC(=S)N1N1CCOCC1,-7%,1
Fc1ccc(-c2csc(NC(=S)Nc3ccccc3)n2)cc1,-11%,-16

# Ordered by count of non-hydrogen atoms (lowest first): some entries from above
SMILES,S3 lipid droplet,S3 lipid droplet cell count max
O=C1/C(=C/c2ccccn2)SC(=S)N1N1CCOCC1,-7%,1
CC(C)(C)NC(=O)COc1ccc(CNc2ncn[nH]2)cc1,-6%,17
CCOC(=O)CSc1nc2sc3c(c2c(=O)[nH]1)CC(C)(C)OC3,u,x

# Not a retest: 4 of the compounds above.
SMILES,S3 lipid droplet,S3 lipid droplet cell count max
COc1cccc(NC(=O)C2Cc3ccccc3CN2C(=O)c2ccco2)c1 (stereo unspecified),17%,11
Cc1c(NC(=O)c2ccc(Cl)c(S(=O)(=O)N3CCOCC3)c2)c(=O)n(-c2ccccc2)n1C,u,x
CCOc1ccccc1N1CCN(Cc2cc3c(cc2[N+](=O)[O-])OCO3)CC1,u,x
COc1ccc(C2C=C(c3cccs3)Nc3nc(CCCO)nn32)cc1 (stereo unspecified),u,x

# (further entries)
SMILES,S3 lipid droplet,S3 lipid droplet cell count max
COc1cc(/C=N/NC(=O)c2cc(-c3ccccc3)nc3ccccc23)cc(OC)c1O,-16%,2
Cc1cc([N+](=O)[O-])ccc1NC(=O)CSc1nnc(C)n1C,i,x
Cc1ccc2nc(NC(=O)c3ccc(N4C(=O)CCC4=O)cc3)sc2c1,u,x
COc1ccc(CN2C[C@H](Cc3ccccc3)[C@@H](CC(=O)Nc3ccccc3)C2=O)cc1,u,x
COc1cccc(NC(=O)Nn2cnnc2)c1,u,x
COc1ccccc1Nc1nc(-c2cccc([N+](=O)[O-])c2)cs1,u,x
Cc1ccc(/C=C2\Oc3cc(OCC(=O)NN)ccc3C2=O)o1,12%,23
Fc1ccccc1Cn1nnc2c(-n3ccnc3)ncnc21,u,x
Cc1cc(Cl)ccc1OCC(=O)NCCC(=O)O,u,x
COc1ccc(CCNC(=O)CNS(=O)(=O)c2cccs2)cc1OC,u,x
COC(=O)c1ccc(NC(=O)CN(c2ccc(OC)cc2)S(C)(=O)=O)cc1,u,x
O=C(CN1CCCCC1)NNc1nc(-c2ccccc2)c2cc(Br)ccc2n1,-1%,7
Cc1ccc(/C=N\NC(=O)c2ccc(Cn3cc(Br)c([N+](=O)[O-])n3)o2)o1,20%,1
O=C(CN1CCOCC1)Nc1ccc(-c2nc3ccccc3[nH]2)cc1,-19%,-7
Cc1ccccc1C(=O)N1CCN(c2ccc(NC(=O)c3cccc(OC(C)C)c3)cc2)CC1,u,x
CCOC(=O)CSC1=NC(=O)/C(=C\c2ccc(Cl)cc2)S1,u,x
O=C(NCc1ccccn1)C(C(=O)c1ccc(F)cc1)n1ccccc1=O (stereo unspecified),-9%,-11
